Assay outcomes from PubChem BioAssay.
CCR6 antag – blocks CCL20-driven beta-arrestin recruitment at human CCR6 | P51684 | CHO-K1 CCR6 PathHunter beta-arrestin, luminescence, CCL20-stimulated | inhibition, % at 20 µM | 340,000 compounds, 0.49% hits | AID 493098;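 active = compounds whose inhibition of the agonist-driven luminescence signal at 20 µM reaches about 50%, limit read from the data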;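 also: cells stimulated with CCL20 at 14 nM final; plate controls were DMSO with CCL20 for no effect and DMSO without agonist for full effect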
Target sequence (P51684 whole entry, looked up): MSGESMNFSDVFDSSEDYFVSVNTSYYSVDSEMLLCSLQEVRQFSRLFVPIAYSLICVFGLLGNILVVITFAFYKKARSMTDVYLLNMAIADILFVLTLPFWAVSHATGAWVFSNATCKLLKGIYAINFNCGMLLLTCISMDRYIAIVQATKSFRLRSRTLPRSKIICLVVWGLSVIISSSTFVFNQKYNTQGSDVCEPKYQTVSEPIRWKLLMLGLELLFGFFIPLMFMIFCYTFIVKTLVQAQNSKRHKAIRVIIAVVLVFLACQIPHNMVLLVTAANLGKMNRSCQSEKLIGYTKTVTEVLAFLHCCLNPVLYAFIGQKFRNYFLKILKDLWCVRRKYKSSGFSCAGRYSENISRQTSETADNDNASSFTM
Gli-Sufu antag – Gli-Sufu pathway antagonism; Sufu-KO-LIGHT fibroblasts, Gli luciferase reporter luminescence; inhibition, % at 5 µM; 340,000 compounds, 0.74% hits; AID 588413;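 active = inhibition above about 55%, limit read from the data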;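 also: 0% = DMSO-treated cells and 100% = wells with medium but no cells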
EBI2 antag – EBI2 (human) antagonism | EBI2 beta-arrestin recruitment, luminescence, 7a,25-OHC stimulated | 360,000 compounds, 0.81% hits | inhibition, % at 5 µM | P32249; in the data active = inhibition above about 38%;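 also: enzyme fragment complementation signal reports receptor beta-arrestin coupling in cells; 0% = agonist plus DMSO wells and 100% = wells without agonist; some results beyond the cut were filed as inactive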
MPTP block – inhibitors of mitochondrial permeability transition pore. isolated mouse mitochondria, Ca2+ swelling absorbance, 30 min. inhibition, % at 10 µM. 360,000 compounds, 1.4% hits. AID 602449;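 active = inhibition of 50% or more, scaled per plate between neutral and stimulator controls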;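 also: 0% = DMSO wells given calcium and 100% = 1 mM EGTA wells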
APOBEC3A inh – inhibitors of human APOBEC3A DNA deaminase | inhibition, % at 20 µM | 330,000 compounds, 0.41% hits | P31941 | recombinant A3A, FAM/TAMRA ssDNA deamination fluorescence | AID 493011;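 active = at least 40% inhibition at 20 µM here, with at most 30% in a related deaminase screen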;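 also: plate controls were A3A with DMSO for no effect and wells lacking A3A enzyme for full effect; some results filed as inactive read as strong as hits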
Target sequence (P31941 whole entry, looked up): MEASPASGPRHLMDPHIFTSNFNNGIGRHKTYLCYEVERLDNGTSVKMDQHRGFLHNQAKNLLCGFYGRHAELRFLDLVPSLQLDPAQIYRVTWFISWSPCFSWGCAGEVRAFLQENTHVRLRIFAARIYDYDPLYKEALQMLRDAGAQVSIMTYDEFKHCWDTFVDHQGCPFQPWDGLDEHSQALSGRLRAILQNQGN
APOBEC3G inh – APOBEC3G (human) deaminase inhibition; Q9HC16; recombinant A3G, ssDNA deamination FAM/TAMRA fluorescence; inhibition, % at 20 µM; 330,000 compounds, 0.28% hits; AID 493012;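 active = inhibition of at least 40% at 20 µM, with no more than 30% in the related APOBEC3A deaminase screen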;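 also: plate controls were DMSO wells with A3G for no effect and wells lacking A3G enzyme for full effect; some compounds called inactive have numbers as strong as hits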
Target sequence (Q9HC16 whole entry, looked up): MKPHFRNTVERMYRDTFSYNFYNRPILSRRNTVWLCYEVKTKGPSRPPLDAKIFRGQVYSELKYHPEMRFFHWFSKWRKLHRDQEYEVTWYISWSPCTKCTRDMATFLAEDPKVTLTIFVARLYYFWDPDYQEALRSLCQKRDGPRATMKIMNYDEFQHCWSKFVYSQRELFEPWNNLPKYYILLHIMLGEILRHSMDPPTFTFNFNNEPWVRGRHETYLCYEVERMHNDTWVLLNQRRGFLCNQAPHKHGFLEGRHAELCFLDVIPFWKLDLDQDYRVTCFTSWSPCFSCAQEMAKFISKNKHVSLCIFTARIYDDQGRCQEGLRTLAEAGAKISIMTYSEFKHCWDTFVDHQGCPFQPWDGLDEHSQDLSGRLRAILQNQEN
GRIN3A LBD mod – NR3A (human) ligand-binding domain modulation; 340,000 compounds, 2.5% hits; NR3A LBD differential scanning fluorimetry, Tm shift; 0% = protein alone, 100% = glycine-bound protein; Tm shift relative to glycine control, % at 25 µM; AID 1259313;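 active = melting temperature shift of at least 10% of the positive control shift, at one fixed dose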
CXCR6 block – CXCR6 (human) receptor inhibition; CHO-K1 PathHunter CXCR6 beta-arrestin, luminescence; inhibition, % at 20 µM; 360,000 compounds, 0.36% hits; AID 602244; in the data active = inhibition above about 34%, passing the limit was not always enough;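 also: antagonist mode with CXCL16 agonist at 10 nM final; 0% = 10 nM CXCL16 with DMSO and 100% = unstimulated wells without agonist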
* hit, by the source's call; . = not tested or not shown.

SMILES | CCR6 antag | Gli-Sufu antag | EBI2 antag | MPTP block | APOBEC3A inh | APOBEC3G inh | GRIN3A LBD mod | CXCR6 block
CCc1ccccc1NC(=O)c1ccc([N+](=O)[O-])s1 | -5 | -6 | -4 | 2.0 | 3 | -2 | -1 | -15
O=C(NCc1c(Cl)cccc1Cl)c1ccc2nnsc2c1 | -3 | -4 | 3 | 4.9 | -6 | -8 | 1 | -5
Cc1csc2c(N3CCN(S(=O)(=O)c4ccc(Cl)cc4)CC3)ncnc12 | -1 | 8 | 7 | 67* | -2 | -8 | -1 | -3
CC12CCC3(CO)COC(c4ccccc4O1)C2C3 (centres undefined) | 12 | -11 | -7 | -0.6 | -6 | -3 | -3 | 0
O=C(O)C1CC2CCC1CC2 (centres undefined) | -14 | 8 | -3 | -1.7 | . | . | -4 | -10
CC1(C)CC(=O)c2c(O)cc(O)cc2O1 | -15 | -3 | -7 | -0.9 | -1 | -6 | 2 | 8
CCOc1ccccc1NC(=O)CSc1nnc(-c2ccco2)n1Cc1ccco1 | 5 | 7 | 9 | 0.0 | 1 | -4 | -2 | -3
COc1cc(C(=O)O/N=C(\N)Cc2ccc([N+](=O)[O-])cc2)cc(OC)c1OC | -23 | 8 | -8 | 0.3 | -4 | -10 | 0 | -15
CCc1ccc(NC(=O)CNC(=O)c2cn(-c3ccccc3OC)c(=O)c3ccccc23)cc1 | 11 | 4 | 1 | 0.9 | -2 | -1 | -4 | 5
O=C1CCCC(=O)N1c1ccc(N2CCN(c3ccccc3)CC2)c([N+](=O)[O-])c1 | 5 | 4 | -1 | 1.4 | -1 | -1 | 2 | 9
Cc1csc(NC(=O)c2cc[n+]([O-])cc2)n1 | -4 | -11 | 9 | -0.5 | 5 | -10 | -1 | 0
Cn1c(CCC(=O)Nc2ccc(S(C)(=O)=O)cc2)nc2cc(S(=O)(=O)N3CCOCC3)ccc21 | -2 | -20 | 7 | -0.3 | . | . | -2 | -2
Cc1nn(C)c(C(=O)N2CCN(C(=O)c3ccco3)CC2)c1Br | -3 | 2 | -12 | 3.5 | 1 | -8 | -1 | -4
Cc1cccc(Nc2nc(N)nc(N)c2N=O)c1 | 1 | 4 | 3 | -1.8 | . | . | -1 | 5
COc1ccc(N(CC(=O)N2CCN(Cc3ccccc3)CC2)S(=O)(=O)c2ccccc2)cc1 | 13 | 0 | 7 | -0.5 | -3 | -6 | -2 | -9
Cc1cc(NC(=O)CSc2n[nH]c(-c3cccs3)n2)no1 | -3 | 5 | 0 | -2.0 | 0 | -5 | -2 | -4
O=C(O)CCC(=O)Nc1cccc(-c2csc(-c3ccccc3)n2)c1 | 0 | 0 | -5 | -0.9 | -4 | -9 | 9 | 7
Cc1cccc(-c2cc3c(N=O)c4ccccc4c-3n[nH]2)c1 | 10 | -70 | 3 | 28 | 1 | -4 | 2 | 2
COc1cccc(/C=N/NC(=O)COc2cccc3cccnc23)c1O | 9 | -6 | -1 | -0.4 | -2 | -10 | -7 | 0
CSCCC(NC(=O)c1ccccc1)C(=O)NC1CC1 (centres undefined) | -5 | 4 | 0 | 0.7 | -2 | -5 | 1 | -2
Cc1cc(C)cc(NC(=O)CN2CCC(NC(=O)Cc3ccccc3)CC2)c1 | 9 | 5 | 3 | -1.7 | -1 | 4 | 0 | 3
CCOC(=O)CN(C(=O)CSc1nnc(-c2ccncc2)n1CCCN(C)C)c1ccccc1 | 1 | 42 | -6 | -2.5 | 6 | 1 | -2 | 2
CCCC(=O)NCc1nc2ccccc2n1CC(=O)c1ccccc1 | 4 | -1 | 2 | 0.3 | 0 | 3 | 2 | -2
CC1C=CCC2C(=O)N(c3cccc(C(=O)N4CCN(c5ccc(F)cc5)CC4)c3)C(=O)C12 (centres undefined) | -1 | -6 | -4 | -2.9 | -1 | -7 | 9 | -1
COc1cc(OC)c(NC(=O)Cn2cnc3sc(C)c(S(=O)(=O)N4CCOCC4)c3c2=O)cc1Cl | -1 | 17 | -9 | -0.4 | 1 | -1 | 6 | 0
Cc1ccc(-n2c(SCc3cc(=O)n4ccsc4n3)nnc2-c2cccnc2)c(C)c1 | 6 | 3 | -10 | 0.3 | 4 | 1 | 2 | -3
CCOc1cc(-c2n[nH]c(=S)n2Cc2ccccc2)ccc1OC(F)F | 13 | -11 | 9 | 0.4 | -6 | -9 | 3 | 1
Cc1nnc(NC(=O)c2cccc(S(=O)(=O)N3CC(c4ccccc4)CC3=O)c2)s1 (centres undefined) | 14 | -1 | -3 | 0.8 | -3 | -12 | 4 | 2
CCOc1cc(Cl)c(NC(=O)CC)cc1OCC | 1 | 1 | -8 | -0.8 | -2 | -1 | -3 | 11
Cc1ccc2nc(C)cc(C(=O)N3CCCC(CO)(Cc4ccccc4C)C3)c2c1 (centres undefined) | -2 | 7 | 5 | -0.7 | -2 | -4 | -2 | 7

Exported in markdown: part of the list above
| compound | CCR6 antag | Gli-Sufu antag | EBI2 antag | MPTP block | APOBEC3A inh | APOBEC3G inh | GRIN3A LBD mod | CXCR6 block |
| --- | --- | --- | --- | --- | --- | --- | --- | --- |
| COc1cc(OC)c(NC(=O)Cn2cnc3sc(C)c(S(=O)(=O)N4CCOCC4)c3c2=O)cc1Cl | -1 | 17 | -9 | -0.4 | 1 | -1 | 6 | 0 |
| Cc1ccc(-n2c(SCc3cc(=O)n4ccsc4n3)nnc2-c2cccnc2)c(C)c1 | 6 | 3 | -10 | 0.3 | 4 | 1 | 2 | -3 |

Back to the main list, repeating the 4 entries before the break.
SMILES | CCR6 antag | Gli-Sufu antag | EBI2 antag | MPTP block | APOBEC3A inh | APOBEC3G inh | GRIN3A LBD mod | CXCR6 block
CCOc1cc(-c2n[nH]c(=S)n2Cc2ccccc2)ccc1OC(F)F | 13 | -11 | 9 | 0.4 | -6 | -9 | 3 | 1
Cc1nnc(NC(=O)c2cccc(S(=O)(=O)N3CC(c4ccccc4)CC3=O)c2)s1 (centres undefined) | 14 | -1 | -3 | 0.8 | -3 | -12 | 4 | 2
CCOc1cc(Cl)c(NC(=O)CC)cc1OCC | 1 | 1 | -8 | -0.8 | -2 | -1 | -3 | 11
Cc1ccc2nc(C)cc(C(=O)N3CCCC(CO)(Cc4ccccc4C)C3)c2c1 (centres undefined) | -2 | 7 | 5 | -0.7 | -2 | -4 | -2 | 7
Cc1cccc(C(=O)NNC(=O)c2c(-c3ccccc3Cl)noc2C)c1O | 8 | -10 | 4 | 0.3 | -2 | -7 | -6 | -4
Cc1ccc(CNC(=O)c2cc3c(s2)CN(Cc2ccccc2)C3)cc1 | 10 | -10 | 66* | -3.2 | -5 | -2 | -3 | 2
C/C=C\C=C/C(=O)Nc1cccc(C2=NOC3(C2)C[C@@H](C(N)=O)N(C(=O)/C=C/CC)C3)c1 (some centres undefined) | 2 | -4 | -11 | 0.3 | -6 | 2 | -1 | 2
Cc1ccc(CNC(=O)CCn2c(=O)oc3ccccc32)cc1 | 9 | 1 | 3 | -0.2 | 0 | -11 | 2 | -1
CC(=O)Oc1ccc2c(C)c(CC(=O)N3CCN(C(=O)C4COc5ccccc5O4)CC3)c(=O)oc2c1C (centres undefined) | 30 | 32 | 4 | -1.0 | -2 | -2 | 0 | 8
C/C(CCc1oc2ccc(Br)cc2c1-c1ccc(C)o1)=N/O | 16 | -1 | 16 | 4.4 | 1 | -6 | -12 | 6
COc1ccccc1CC(=O)NCCc1ccccc1 | 12 | 7 | 2 | 0.2 | -7 | -7 | 1 | -2
COc1cc(OC)cc(C(=O)O/N=C(\N)c2ccncc2)c1 | -11 | -19 | -30 | 0.9 | -2 | -5 | -5 | -12
Cc1nc(C)c(C(=O)C2=C(O)C(=O)N(CCCn3ccnc3)C2c2ccc(Cl)cc2)s1 (centres undefined) | 5 | -4 | -8 | -0.1 | -1 | -4 | 0 | 10
Cc1noc(C)c1S(=O)(=O)N(CC(=O)NC1CCCC1)c1ccc(C(C)C)cc1 | 8 | 4 | 6 | -0.4 | -11 | -7 | -9 | 2
COc1ccc([C@@H]2C=C(C(=O)O)O[C@H](OCCCCO)C2)cc1 | -1 | 10 | 4 | -0.5 | -3 | -9 | 1 | 2
O=C(NNC(=O)c1cc2ccccc2o1)c1ccncc1 | -2 | -3 | -8 | -1.2 | 1 | 4 | 2 | 8
Cc1cccc(-n2c(SCC(=O)N3CCN(c4ccccn4)CC3)nnc2N2CCOCC2)c1 | 10 | 10 | -3 | 1.6 | -4 | -9 | 0 | 3
Cc1cccc(NC(=O)/C=C/c2ccc3c(c2)OCO3)n1 | 20 | -111 | 6 | 0.8 | -2 | -4 | 0 | 7
Cc1[nH]n(-c2ccccc2)c(=S)c1C=Nc1cccc([N+](=O)[O-])c1 | 16 | -6 | -10 | -2.1 | -4 | 9 | 6 | 11
NC(=O)N1N=C2/C(=C/c3ccccc3)CCCC2C1c1ccccc1 (centres undefined) | 16 | -2 | 8 | 0.1 | 0 | -9 | -1 | 10
CC(=O)N(CCC1(C(C)C)CCOC(C)(C)C1)C(C)c1cccs1 (centres undefined) | 1 | 4 | 7 | 6.2 | -1 | -4 | 2 | 0
O=C(c1ccc(S(=O)(=O)N2CCOCC2)cc1)N1CCN(c2ccccc2F)CC1 | -4 | 3 | 5 | -1.8 | -2 | -6 | -1 | -2
CCOC(=O)c1cnn(-c2nc(-c3ccccc3)cs2)c1C(F)(F)F | -7 | -6 | . | . | -1 | 0 | -10 | .
CC(C)Oc1ccc(C(=O)NC2=NCCS2)cc1 | 1 | -93 | -13 | -1.4 | 0 | 5 | -1 | 2
CCOc1ccccc1NC(=O)C1CCN(S(=O)(=O)c2ccc(OC)c(OC)c2)CC1 | 1 | 1 | 9 | -0.2 | -2 | 14 | -3 | 4
Cc1ccc(S(=O)(=O)NC2=NCN(C(C)C)CN2)cc1 | -2 | 18 | 2 | -0.7 | 2 | -2 | 0 | 6
O=C(CC1C(=O)NCCN1Cc1cccc(F)c1F)NCCCC1CCCC1 (centres undefined) | 1 | 8 | -17 | -0.7 | -3 | -5 | -3 | 0
Cc1c(C(=O)OC(C)C)sc(NC(=O)c2cccnc2)c1C#N | 0 | 8 | 7 | 68* | 0 | -5 | -2 | -2
CN1C(=O)CC(C(=O)O)SC1=Nc1cc(Cl)c(O)c(Cl)c1 (centres undefined) | 1 | 10 | -13 | -1.2 | 6 | 4 | 0 | -2
CN(C(=O)COC(=O)c1cccnc1Nc1ccccc1F)C1CCS(=O)(=O)C1 (centres undefined) | 6 | -10 | 4 | -0.9 | -3 | -4 | 1 | 0
N/C(=N\S(=O)(=O)c1cc(C(F)(F)F)cc(C(F)(F)F)c1)c1cccs1 | 10 | 7 | -11 | 35 | 2 | -3 | -1 | 0
CCC1OC23CCCCC2C(C#N)(C(=N)O3)C1(C#N)C#N (centres undefined) | 5 | 1 | 10 | 0.0 | -1 | -4 | 1 | 7

Single records (already shown):
Shown for Cc1c(C(=O)OC(C)C)sc(NC(=O)c2cccnc2)c1C#N : CCR6 antag = 0; Gli-Sufu antag = 8; EBI2 antag = 7; MPTP block = 68*; APOBEC3A inh = 0; APOBEC3G inh = -5; GRIN3A LBD mod = -2; CXCR6 block = -2
Shown for CC(=O)N(CCC1(C(C)C)CCOC(C)(C)C1)C(C)c1cccs1 (centres undefined) : CCR6 antag = 1; Gli-Sufu antag = 4; EBI2 antag = 7; MPTP block = 6.2; APOBEC3A inh = -1; APOBEC3G inh = -4; GRIN3A LBD mod = 2; CXCR6 block = 0
